ASM inhibitor: Inhibitors of Secretory Acid Sphingomyelinase (S-ASM): qHTS; Potency, µM (top dose mostly 57.5 µM), for inactives: at the highest dose activity change, negative = inhibition, usual class: inhibitors; hit rate 0.006% among 340,000; placental ASM, HMU-PC fluorogenic substrate, 60 min; AID 504937, 2011; further: potency means the concentration at half of the fitted maximal effect
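Human placenta-derived ASM enzyme was preincubated with compound for 10 minutes at room temperature, then given fluorogenic substrate HMU-PC0 (9 uM final) for 60 minutes at 37 °C; a pH 10 stop preceded fluorescence reading at Ex 386/Em 447 nm.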
a7 integrin act: qHTS for Activators of Integrin-Mediated Alleviation for Muscular Dystrophy; alpha7betagal myoblasts, beta-gal FDG fluorescence, 48 h; Potency, µM (doses to about 38.3 µM), for the others: top-dose activation, usual class: activators; AID 624291, 2012; hit rate 0.064% among 350,000;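 further: potency means the concentration at half of the fitted maximal effect; 100% = response of the positive control SU9516; nearly all actives have a fitted effect of over 60% in size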
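alpha7betagal+/- myoblasts (passage 13, 250/well) treated 48 h at 37C with compounds at 1:260 dilution of DMSO stock. Lysed, then beta-galactosidase activity read as FDG fluorescence (ex 480/em 540) after 30 min, with pre-read for autofluorescence.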
TCR act: Activators of T cell receptors: qHTS campaign | primary human leukocytes, anti-CD3, IL-2 HTRF, 48 h | 330,000 tested, under 10 active | Potency, µM (doses to about 9.22 µM), for inactives: top-dose activation of IL-2 secretion, usual class: activators; further: % of control where 0% means no effect
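TCR engagement came from a-CD3 beads alone, with compounds added to primary human leukocytes for 48 hr. Secreted IL-2 bridged europium cryptate- and d2-labelled anti-IL-2 antibodies, giving FRET emission at 665nm after 320nm excitation.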
PTAP TSG101 blk: qHTS Assay for Iinhibitors of HIV-1 Budding by Blocking the Interaction of PTAP/TSG101 | Tumor susceptibility gene 101 protein (Homo sapiens), Q99816 | Fluorescence polarization, FITC-PTAP peptide / Tsg101 binding | Potency, µM (highest dose often 115 µM), without a hit: at the highest dose activity change, negative = inhibition, hits mostly inhibitors | 340,000 tested, under 10 active | AID 493005, 2010; active means well fitted inhibition curve with a large enough effect in the main read-out, with a control signal flat, not every such curve was filed as active; inconclusive means small, poorly fitted or top-dose-only effect, or effect the other way, or a change in a side signal; inactive means no such curve, though single readings can be large or run the other way; further: potency means the concentration at half of the fitted maximal effect; % of control where 0% means no effect
Target sequence (Q99816 whole entry, looked up): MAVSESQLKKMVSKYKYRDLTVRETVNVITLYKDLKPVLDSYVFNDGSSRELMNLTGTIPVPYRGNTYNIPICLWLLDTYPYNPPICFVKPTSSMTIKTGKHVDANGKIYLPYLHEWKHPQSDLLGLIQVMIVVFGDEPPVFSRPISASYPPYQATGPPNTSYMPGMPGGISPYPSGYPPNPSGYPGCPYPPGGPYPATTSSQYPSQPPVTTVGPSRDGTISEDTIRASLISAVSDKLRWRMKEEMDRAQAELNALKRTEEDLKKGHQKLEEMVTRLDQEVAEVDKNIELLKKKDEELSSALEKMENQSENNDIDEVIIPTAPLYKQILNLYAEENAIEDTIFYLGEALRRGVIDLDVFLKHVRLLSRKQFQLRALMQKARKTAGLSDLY
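Compounds were pin-transferred onto Tsg101 binding domain (10 uM final) in HEPES pH 7.5 buffer, then FITC-PTAP peptide was added at 50 nM final. After 20 min at RT, polarization reported peptide displacement across a qHTS concentration series.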
* marks the source's active call; other numbers are inactive results; ? = inconclusive. Unless noted, the call rests on the fitted dose curve; in most records, active means well fitted curve in the direction sought with a large enough effect; inconclusive means small, poorly fitted or top-dose-only effect, or another doubt; inactive means no such curve, though single readings can be large; an effect the other way counts as inactive or inconclusive. The list is partial. The share of hits here may be higher or lower than overall.

SMILES	ASM inhibitor	a7 integrin act	TCR act	PTAP TSG101 blk
CC1=C(C/C(C)=C/c2ccccc2)/C(=C/CO)[C@@H]2OC(=O)O[C@]2(C)C12CC2	1%	-19%	2%	-5%
CC(=O)OC1CC[C@@]2(C)C(=CC(=O)C3C4CCC(OC(C)=O)[C@@]4(C)CCC32)C1 (stereo partly drawn)	2%	?	-1%	-1%
O=C1NC(=O)C2(CCCc3ccc(N(CCCl)CCCl)cc32)N1 (stereo not drawn)	-3%	-22%	7%	-4%
COC1CCC(OC2CC(C3(C)CCC4(CC(O)C(C)C(C(C)/C=C(\C)C(=O)C(C)CC(C)C(=O)O)O4)O3)OC3(OC(C4OC(O)(CO)C(C)CC4C)CC3C)C2C)OC1C (stereo not drawn)	-6%	?	5%	-6%
CC1(C)CC[C@]2(C)CC[C@]3(C)C4C[C@@H]5OO[C@@]6(O5)C(CCCC6(C)C)[C@]4(C)CC[C@@]3(C)C2C1 (stereo partly drawn)	-2%	32%	8%	3%
COc1ccccc1N1CCN(Cc2ccc3c(c2)OCO3)CC1	-2%	-31%	4%	-5%
CC[C@H]1CN(C)CCc2c([nH]c3ccccc23)C(=O)C[C@@H]1/C(=C\OC)C(=O)OC	10%	-10%	-4%	3%
O=C(Cc1ccccc1)N1CCN(Cc2ccc(Cl)cc2)CC1	3%	11%	-3%	1%
O=P(N1CCCCCC1)(N1CCCCCC1)N1CC1	0%	9%	-8%	-3%
Cc1cccc(N2CCC3(CC2)C(=O)NC(=O)NC3=O)c1	5%	17%	-1%	-1%

A second format for nine compounds above:
SMILES,ASM inhibitor,a7 integrin act,TCR act,PTAP TSG101 blk
CC(=O)OC1CC[C@@]2(C)C(=CC(=O)C3C4CCC(OC(C)=O)[C@@]4(C)CCC32)C1 (stereo partly drawn),2%,?,-1%,-1%
O=C1NC(=O)C2(CCCc3ccc(N(CCCl)CCCl)cc32)N1 (stereo not drawn),-3%,-22%,7%,-4%
COC1CCC(OC2CC(C3(C)CCC4(CC(O)C(C)C(C(C)/C=C(\C)C(=O)C(C)CC(C)C(=O)O)O4)O3)OC3(OC(C4OC(O)(CO)C(C)CC4C)CC3C)C2C)OC1C (stereo not drawn),-6%,?,5%,-6%
CC1(C)CC[C@]2(C)CC[C@]3(C)C4C[C@@H]5OO[C@@]6(O5)C(CCCC6(C)C)[C@]4(C)CC[C@@]3(C)C2C1 (stereo partly drawn),-2%,32%,8%,3%
COc1ccccc1N1CCN(Cc2ccc3c(c2)OCO3)CC1,-2%,-31%,4%,-5%
CC[C@H]1CN(C)CCc2c([nH]c3ccccc23)C(=O)C[C@@H]1/C(=C\OC)C(=O)OC,10%,-10%,-4%,3%
O=C(Cc1ccccc1)N1CCN(Cc2ccc(Cl)cc2)CC1,3%,11%,-3%,1%
O=P(N1CCCCCC1)(N1CCCCCC1)N1CC1,0%,9%,-8%,-3%
Cc1cccc(N2CCC3(CC2)C(=O)NC(=O)NC3=O)c1,5%,17%,-1%,-1%
